Myeloid diff MLP: compounds promoting myeloid differentiation; ER-HoxA9 myeloid progenitors, lysozyme-GFP differentiation, flow cytometry; calls only at 10 µM; 360,000 compounds, 1% hits;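 active = normalized GFP-positive differentiation at or above the plate's own cutoff, the solvent-only control mean plus 3 SD; inconclusive = no clear call, values can overlap the other calls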;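 note: cells exposed to compound for four days before flow analysis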
K1F lysis inhibition: protection from phage-mediated lysis, alamar blue read-out – E. coli UTI89, K1F phage, bacterial capsule biogenesis inhibitors (AID 488966) | E. coli UTI89 K1F phage lysis, alamar blue, 2 h; higher % means a stronger effect | inhibition, % at 100 µM, or IC50 in µM where a hit was titrated | 340,000 compounds, 0.02% hits;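 active = phage lysis inhibition, versus mean bacterial control, above a set limit; inconclusive = no clear call, values can overlap the other calls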;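 note: capsule biogenesis inhibitors block K1F phage lysis so surviving cells raise fluorescence; higher fluorescence means more inhibition of phage lysis; actives were called in the ten point dose series up to 300 µM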
Lipid droplet: modulators of hepatic lipid droplet formation; inhibition, % at 6.5 µM; 240,000 compounds, 0.4% hits; AID 1656; AML12 mouse hepatocytes, oleate lipid droplets, BODIPY imaging;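 active = lipid droplet intensity inhibited by at least 50%, with more than 500 cells counted; inconclusive = wells with under 300 cells, treated as cytotoxic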
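Material: mouse AML12 hepatocyte cell line, fixed after treatment; Timing: compound with oleate, overnight; Technique: high-content imaging of BODIPY-stained droplets and DAPI nuclei; Probe or stimulus: oleate, 100 µM final; Dosing: compound at 6.5 µM only.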
Lipid droplet cells 6.5 µM: also measured in Lipid droplet; calls as there; cell count; measured here: cell count, cytotoxicity flag;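 cells counted across two imaged fields per well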
Myeloid diff MLP GFP+ MAC1+ %: further read-out of Myeloid diff MLP, marked with its call; GFP+ MAC1+ double positive, %; measured here: differentiation confirmed by MAC1 staining
* hit, by the source's call; [ ] = dose if it differs, or a comment. Only part of the results is shown, so the mix of outcomes need not match the whole.

CC(C)(C)C(=O)CN1C(=O)NC2(CCOc3ccccc32)C1=O (stereo unspecified) was read as Myeloid diff MLP inconclusive, K1F lysis inhibition 0.5%, Lipid droplet -8.0 and Lipid droplet cells 6.5 µM 669.
COc1ccccc1CN1CC(C(=O)NCCSc2nnnn2C)CCC1=O (stereo unspecified) was read as Myeloid diff MLP inactive, K1F lysis inhibition 1.5%[50 µM], Lipid droplet 30.4, Lipid droplet cells 6.5 µM 880 and Myeloid diff MLP GFP+ MAC1+ % 0.3.
Screening COc1cccc(CNC(=O)Cn2c(=O)c3cccn3c3ccccc32)c1 returned Myeloid diff MLP inactive, K1F lysis inhibition 0.0%, Lipid droplet 2.8, Lipid droplet cells 6.5 µM 654 and Myeloid diff MLP GFP+ MAC1+ % 1.4.
Screening O=C(COC(=O)c1cccc(N2C(=O)C3CC=CCC3C2=O)c1)c1ccccc1 (stereo unspecified) returned Myeloid diff MLP inactive, K1F lysis inhibition 0.0%, Lipid droplet 1.1, Lipid droplet cells 6.5 µM 847 and Myeloid diff MLP GFP+ MAC1+ % 0.7.
`COc1ccc(N2CCN(CCNC(=O)Nc3ccc([N+](=O)[O-])cc3OC)CC2)cc1` gave Myeloid diff MLP inactive, K1F lysis inhibition 1.8%[50 µM], Lipid droplet 0.1, Lipid droplet cells 6.5 µM 792 and Myeloid diff MLP GFP+ MAC1+ % 0.3.
Cc1cccc(NC(=O)c2cccc(OC(=S)N3CCOCC3)c2)c1C was read as Myeloid diff MLP inactive, K1F lysis inhibition 0.1%, Lipid droplet -2.0, Lipid droplet cells 6.5 µM 692 and Myeloid diff MLP GFP+ MAC1+ % 0.8.
O=C(O)CCC(=O)N1CCc2c([nH]c3ccccc23)C1C(F)(F)F (stereo unspecified) was read as Myeloid diff MLP inactive, K1F lysis inhibition 0.0%, Lipid droplet -10.4, Lipid droplet cells 6.5 µM 409 and Myeloid diff MLP GFP+ MAC1+ % 1.2.
`COc1ccc(S(=O)(=O)N(C)c2ccc(C(=O)Nc3cccnc3)cc2)cc1` gave Myeloid diff MLP inactive, K1F lysis inhibition -0.4%, Lipid droplet -11.0, Lipid droplet cells 6.5 µM 798 and Myeloid diff MLP GFP+ MAC1+ % 0.5.
O=C(O)c1ccccc1C(=O)Nc1cc(C(F)(F)F)ccc1N1CCCC1 was read as Myeloid diff MLP inactive, K1F lysis inhibition 0.3%, Lipid droplet 1.5, Lipid droplet cells 6.5 µM 719 and Myeloid diff MLP GFP+ MAC1+ % 0.4.
COc1ccc([N+](=O)[O-])cc1-c1[nH]c(-c2ccc(C(=O)O)cc2)nc1-c1ccccc1 was read as Myeloid diff MLP inactive, K1F lysis inhibition 0.2%, Lipid droplet 9.4, Lipid droplet cells 6.5 µM 825 and Myeloid diff MLP GFP+ MAC1+ % 0.7.
`Cc1oc(-c2ccc(Cl)cc2)nc1CN1CCCN(C(=O)c2ccco2)CC1` gave Myeloid diff MLP inactive, K1F lysis inhibition 0.0%, Lipid droplet -1.2, Lipid droplet cells 6.5 µM 813 and Myeloid diff MLP GFP+ MAC1+ % 1.9.
`COc1cc(OC)c(OC)cc1/C=N/Nc1ccc(Cl)nn1` gave Myeloid diff MLP inactive, K1F lysis inhibition 1.9%[50 µM], Lipid droplet -13.3, Lipid droplet cells 6.5 µM 674 and Myeloid diff MLP GFP+ MAC1+ % 0.3.
For CCCNC(=O)c1ccc(COc2ccc(Cl)cc2)o1 the results were Myeloid diff MLP inactive, K1F lysis inhibition -1.4%, Lipid droplet -7.0, Lipid droplet cells 6.5 µM 823 and Myeloid diff MLP GFP+ MAC1+ % 0.5.
For COc1ccc(CNC(=O)CCCn2nc(C)n3c(cc4sccc43)c2=O)cc1 the results were Myeloid diff MLP inactive, K1F lysis inhibition -0.1%, Lipid droplet -4.0, Lipid droplet cells 6.5 µM 694 and Myeloid diff MLP GFP+ MAC1+ % 2.5.
Screening Cc1cc(C)c(S(=O)(=O)NCc2ccccn2)c(C)c1 returned Myeloid diff MLP inactive, K1F lysis inhibition -1.2%, Lipid droplet -20.2, Lipid droplet cells 6.5 µM 769 and Myeloid diff MLP GFP+ MAC1+ % 0.7.
For c1ccc(-c2cnnn2-c2ccccc2)cc1 the results were Myeloid diff MLP inactive, K1F lysis inhibition -2.0%, Lipid droplet -18.7, Lipid droplet cells 6.5 µM 770 and Myeloid diff MLP GFP+ MAC1+ % 0.8.
Screening CCC1=NN2C(=N)/C(=C\c3ccc(OCCOc4ccc(NC(C)=O)cc4)cc3)C(=O)N=C2S1 returned Myeloid diff MLP inactive, K1F lysis inhibition 0.0%, Lipid droplet -19.7, Lipid droplet cells 6.5 µM 820 and Myeloid diff MLP GFP+ MAC1+ % 0.5.
Screening Oc1ccc(-c2c(-c3ccsc3)sc3ccccc23)cc1 returned Myeloid diff MLP inactive, K1F lysis inhibition 0.0%, Lipid droplet -6.2, Lipid droplet cells 6.5 µM 795 and Myeloid diff MLP GFP+ MAC1+ % 0.6.
`CC(C)CN1CCC(=O)N([C@H](COc2ccccc2)c2ccccc2)CC1` gave Myeloid diff MLP inactive, K1F lysis inhibition 5.3%, Lipid droplet -20.2, Lipid droplet cells 6.5 µM 805 and Myeloid diff MLP GFP+ MAC1+ % 2.6.
For COc1ccc2[nH]c(C(=O)N3CCN(Cc4ccccc4)CC3)cc2c1OC the results were Myeloid diff MLP inactive, K1F lysis inhibition -0.1%, Lipid droplet 14.4, Lipid droplet cells 6.5 µM 829 and Myeloid diff MLP GFP+ MAC1+ % 1.2.
Screening CN(Cc1ccccc1F)C(=O)CNC(=O)Cc1cccc2ccccc12 returned Myeloid diff MLP inactive, K1F lysis inhibition -0.1%, Lipid droplet -1.0, Lipid droplet cells 6.5 µM 727 and Myeloid diff MLP GFP+ MAC1+ % 1.7.
Screening CCCN1CCN(CCCNC(=O)c2ccc3nc(N4CCC(C)CC4)sc3c2)CC1 returned Myeloid diff MLP inactive, K1F lysis inhibition -1.1%, Lipid droplet 0.5, Lipid droplet cells 6.5 µM 810 and Myeloid diff MLP GFP+ MAC1+ % 3.7.
Screening CCOCCCNC(=O)c1cn(C)c2ccc(S(=O)(=O)N3CCCCC3)cc2c1=O returned Myeloid diff MLP inconclusive, K1F lysis inhibition -0.2%, Lipid droplet -17.7 and Lipid droplet cells 6.5 µM 706.
`ClCCCc1cn(C[C@H]2CC[C@@H]([C@@H]3CC[C@H](Cn4cc(CCCCl)nn4)O3)O2)nn1` gave Myeloid diff MLP inactive, K1F lysis inhibition 0.1%, Lipid droplet -1.2, Lipid droplet cells 6.5 µM 794 and Myeloid diff MLP GFP+ MAC1+ % 0.8.

An excerpt from above in order of length of the SMILES, lowest first:
Screening Oc1ccc(-c2c(-c3ccsc3)sc3ccccc23)cc1 returned Myeloid diff MLP inactive, K1F lysis inhibition 0.0%, Lipid droplet -6.2, Lipid droplet cells 6.5 µM 795 and Myeloid diff MLP GFP+ MAC1+ % 0.6.
`CC(C)CN1CCC(=O)N([C@H](COc2ccccc2)c2ccccc2)CC1` gave Myeloid diff MLP inactive, K1F lysis inhibition 5.3%, Lipid droplet -20.2, Lipid droplet cells 6.5 µM 805 and Myeloid diff MLP GFP+ MAC1+ % 2.6.
Screening CCCN1CCN(CCCNC(=O)c2ccc3nc(N4CCC(C)CC4)sc3c2)CC1 returned Myeloid diff MLP inactive, K1F lysis inhibition -1.1%, Lipid droplet 0.5, Lipid droplet cells 6.5 µM 810 and Myeloid diff MLP GFP+ MAC1+ % 3.7.

Next part
COc1ccccc1CCNC(=O)Cn1c(=O)oc2ccccc21 was read as Myeloid diff MLP inactive, K1F lysis inhibition 0.1%, Lipid droplet -51.3, Lipid droplet cells 6.5 µM 614 and Myeloid diff MLP GFP+ MAC1+ % 7.8.
For CCSc1ccccc1-c1nc(-c2ccncc2)no1 the results were Myeloid diff MLP inactive, K1F lysis inhibition 0.1%, Lipid droplet -11.4, Lipid droplet cells 6.5 µM 854 and Myeloid diff MLP GFP+ MAC1+ % 0.7.
COC(=O)CN1C(=O)COc2ccc(S(=O)(=O)NCc3ccc(Cl)cc3)cc21 was read as Myeloid diff MLP inactive, K1F lysis inhibition 0.3%, Lipid droplet -12.6, Lipid droplet cells 6.5 µM 730 and Myeloid diff MLP GFP+ MAC1+ % 1.6.
Screening OCC[C@@H]1C[C@H](O)[C@@H](O)[C@]2(OCc3ccccc32)O1 returned Myeloid diff MLP inactive, K1F lysis inhibition 0.2%, Lipid droplet 10.4, Lipid droplet cells 6.5 µM 803 and Myeloid diff MLP GFP+ MAC1+ % 0.7.
N=c1c(C(=O)NC2CCCCC2)cc2c(=O)n3ccccc3nc2n1CC1CCCO1 (stereo unspecified) was read as Myeloid diff MLP inactive, K1F lysis inhibition -1.1%, Lipid droplet -3.4, Lipid droplet cells 6.5 µM 780 and Myeloid diff MLP GFP+ MAC1+ % 0.7.
`O=C(Nc1ccccc1Cl)c1ccc(=O)[nH]n1` gave Myeloid diff MLP inactive, K1F lysis inhibition 0.1%, Lipid droplet 0.0, Lipid droplet cells 6.5 µM 835 and Myeloid diff MLP GFP+ MAC1+ % 0.8.
Screening CC(C)(C)c1ccc(C(=O)NC(=S)NCc2ccco2)cc1 returned Myeloid diff MLP inactive, K1F lysis inhibition 0.9%[50 µM], Lipid droplet -23.0, Lipid droplet cells 6.5 µM 675 and Myeloid diff MLP GFP+ MAC1+ % 0.7.
For O=C(O)c1cccc(NC(=O)c2cn(-c3ccccc3)nc2-c2ccc([N+](=O)[O-])cc2)c1 the results were Myeloid diff MLP inactive, K1F lysis inhibition -0.5%, Lipid droplet -1.4, Lipid droplet cells 6.5 µM 776 and Myeloid diff MLP GFP+ MAC1+ % 1.1.
Screening O=C(CCS(=O)(=O)c1ccccc1)Nc1nnc(-c2ccco2)o1 returned Myeloid diff MLP inconclusive, K1F lysis inhibition 0.1%, Lipid droplet -0.1 and Lipid droplet cells 6.5 µM 699.
Screening O=[N+]([O-])c1cc(C(F)(F)F)ccc1NCCc1ccncc1 returned Myeloid diff MLP inactive, K1F lysis inhibition 0.5%, Lipid droplet -4.7, Lipid droplet cells 6.5 µM 816 and Myeloid diff MLP GFP+ MAC1+ % 0.3.
`O=C(NCCOc1ccccc1)c1cc(S(=O)(=O)N2CCOCC2)ccc1F` gave Myeloid diff MLP inactive, K1F lysis inhibition 0.3%, Lipid droplet inconclusive and Myeloid diff MLP GFP+ MAC1+ % 0.5.
O=C(CCCc1ccccc1)NC12CC3CC(CC(C3)C1)C2 was read as Myeloid diff MLP inactive, K1F lysis inhibition 0.1%, Lipid droplet -21.7, Lipid droplet cells 6.5 µM 762 and Myeloid diff MLP GFP+ MAC1+ % 0.5.
`CC(CN1CCN(C)CC1)OC(=O)c1cccc(F)c1` (stereo unspecified) gave Myeloid diff MLP inactive, K1F lysis inhibition 3.1%, Lipid droplet -1.0, Lipid droplet cells 6.5 µM 776 and Myeloid diff MLP GFP+ MAC1+ % 0.6.
`CCCCNC(=O)CCC(=O)N1CCN(C(c2ccccc2)c2ccccc2)CC1` gave Myeloid diff MLP inactive, K1F lysis inhibition -0.1%, Lipid droplet 1.5, Lipid droplet cells 6.5 µM 847 and Myeloid diff MLP GFP+ MAC1+ % 0.3.
For Cc1cc(F)ccc1NC(=O)C1CCN(S(=O)(=O)c2ccc3c(c2)CCCC(=O)N3)CC1 the results were Myeloid diff MLP inactive, K1F lysis inhibition 0.2%, Lipid droplet -3.3, Lipid droplet cells 6.5 µM 688 and Myeloid diff MLP GFP+ MAC1+ % 2.0.
Screening CC(C)C(NC(=O)c1ccco1)C(=O)NC1CCCCCC1 (stereo unspecified) returned Myeloid diff MLP inactive, K1F lysis inhibition 0.6%[50 µM], Lipid droplet -0.5, Lipid droplet cells 6.5 µM 815 and Myeloid diff MLP GFP+ MAC1+ % 0.4.
Screening COc1ccc(CCNC(=O)CCC(=O)N2CC(C)Oc3ccccc32)cc1OC (stereo unspecified) returned Myeloid diff MLP inactive, K1F lysis inhibition 0.0%, Lipid droplet 25.6, Lipid droplet cells 6.5 µM 793 and Myeloid diff MLP GFP+ MAC1+ % 5.8.
Screening Cc1ccc(Cl)cc1N1CCN(S(=O)(=O)c2c(C)[nH]c(C)c2C(=O)N2CCCCC2)CC1 returned Myeloid diff MLP inactive, K1F lysis inhibition 0.2%, Lipid droplet -2.5, Lipid droplet cells 6.5 µM 736 and Myeloid diff MLP GFP+ MAC1+ % 6.1.
Screening Cc1cccc(C)c1NCC(=O)N1CCN(Cc2ccccc2)CC1 returned Myeloid diff MLP inactive, K1F lysis inhibition 0.2%, Lipid droplet -0.1, Lipid droplet cells 6.5 µM 871 and Myeloid diff MLP GFP+ MAC1+ % 0.4.
`CC1CCCCN1S(=O)(=O)c1ccc([N+](=O)[O-])cc1` (stereo unspecified) gave Myeloid diff MLP inactive, K1F lysis inhibition 0.3%, Lipid droplet -6.3, Lipid droplet cells 6.5 µM 780 and Myeloid diff MLP GFP+ MAC1+ % 0.3.
